BaF3 tox: parental Ba/F3 cell viability inhibition, counter-screen for JAK2V617F inhibitor project, murine pro-B, CellTiter-Glo luminescence. CellTiter-Glo ATP luminescence. inhibition, % at 5.6 µM. 220,000 tested, 1.1% active. AID 1486, 2009;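 active means inhibition above a per-campaign cutoff, the mean inhibition of all tested compounds plus 3 SD, cut at about 27% in these data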;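 further: 0% = DMSO wells and 100% = JAK Inhibitor I control wells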
S1P4 antagonist: S1P4 receptor antagonists, primary screen, cell-based; Sphingosine 1-phosphate receptor 4 (Homo sapiens), O95977; S1P4-expressing cells, antagonist mode, reporter read-out; inhibition, % at 4.98 µM; 220,000 tested, 0.26% active; in the data active means inhibition above about 29%;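 further: 0% = wells stimulated with agonist and 100% = vehicle wells without agonist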
Target sequence (O95977 whole entry, looked up): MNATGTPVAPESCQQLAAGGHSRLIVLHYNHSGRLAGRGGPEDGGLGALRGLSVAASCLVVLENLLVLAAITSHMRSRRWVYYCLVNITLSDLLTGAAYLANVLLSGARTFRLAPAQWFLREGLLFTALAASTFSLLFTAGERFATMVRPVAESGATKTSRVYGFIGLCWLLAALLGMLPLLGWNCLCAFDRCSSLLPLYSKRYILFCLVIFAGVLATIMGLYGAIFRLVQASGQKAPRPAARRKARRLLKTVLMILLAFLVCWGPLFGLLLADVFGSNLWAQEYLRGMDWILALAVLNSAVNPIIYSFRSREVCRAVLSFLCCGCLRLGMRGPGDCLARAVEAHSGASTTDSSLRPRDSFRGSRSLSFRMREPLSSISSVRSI
NPY2 pot ag: NPY-Y2 potentiators or agonists, primary screen, cell-based; cells expressing NPY-Y2, potentiator/agonist read-out; Neuropeptide Y receptor type 2 (Homo sapiens), P49146; activation, % at 3.6 µM; 220,000 tested, 0.45% active; in the data active means activation above about 27%;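 further: cells stimulated with NPY near EC25 plus isoproterenol at EC100; 0% = vehicle plus submaximal agonist and 100% = vehicle plus saturating agonist; some results beyond the cut were filed as inactive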
Runt-CBFb FRET: inhibitors of RUNX1 Runt–CBFb binding, primary screen, biochemical, FRET, Cerulean-Runt, Venus-CBFb, uHTS. AID 1496, 2009. Runt-related transcription factor 1 (Homo sapiens) + Core-binding factor subunit beta …. Cerulean-Runt/Venus-CBFb FRET ratio 530/480, 1 h. inhibition, % at 20 µM. 220,000 tested, 0.46% active;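 active means inhibition over about 50% at 20 µM in the single-dose screen, limit read from the data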;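 further: 0% = DMSO wells and 100% = excess unlabeled CBFb competitor control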
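Assay system: Cerulean-Runt domain fusion protein, energy donor; Signal: fluorescence energy transfer, 422 nm excitation, 530/480 nm emission; Timing: 1 h compound exposure, room temperature; Control set: unlabeled CBFb; Medium: Tris buffer pH 7.5 with salts and BSA; Compound: single test concentration of 20 µM, 1% DMSO final; Probe or stimulus: Venus-CBFb 100 nM.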
RBBP9 inh: human RBBP9 inhibitors, primary screen, biochemical, fluorescence polarization, FP-Rh probe, HTS | recombinant RBBP9 | inhibition, % at 7.94 µM | 220,000 tested, 0.2% active;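 active means inhibition above the campaign mean of all tested compounds plus 3 SD, cut at about 14% in these data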;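 further: plate controls were DMSO wells with RBBP9 for no effect and wells lacking RBBP9 protein for full effect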
Target sequence (O75884 whole entry, looked up): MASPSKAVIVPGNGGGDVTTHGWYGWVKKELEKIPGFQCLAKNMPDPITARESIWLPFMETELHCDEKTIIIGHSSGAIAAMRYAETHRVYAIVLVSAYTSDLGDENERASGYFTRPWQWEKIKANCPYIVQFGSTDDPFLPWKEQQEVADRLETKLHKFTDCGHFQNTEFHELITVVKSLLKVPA
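Measured by: FP readout at 525/598 nm; material: recombinant human RBBP9; also added: Serine-hydrolase probe FP-Rh, 375 nM pre-mixing; medium: Tris buffer pH 8.0, NaCl, Pluronic; replication: one well per compound; doses: one concentration, 7.94 µM nominal, 0.794% DMSO; timing: preincubation 30 min plus labeling 45 min at 25 °C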
NPY-Y1 PAM-ag: NPY-Y1 receptor potentiators or agonists, primary screen, cell-based; Neuropeptide Y receptor type 1 (Homo sapiens), P25929; NPY-Y1 expressing cells, potentiator/agonist activation; activation, % at 3.6 µM; 220,000 tested, 0.37% active; AID 1304, 2008; in the data active means activation above about 33%, passing the limit was not always enough;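 further: cells stimulated with NPY at EC10 then isoproterenol at EC100; 0% = low agonist plus stimulus and 100% = saturating agonist plus stimulus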
Target sequence (P25929 whole entry, looked up): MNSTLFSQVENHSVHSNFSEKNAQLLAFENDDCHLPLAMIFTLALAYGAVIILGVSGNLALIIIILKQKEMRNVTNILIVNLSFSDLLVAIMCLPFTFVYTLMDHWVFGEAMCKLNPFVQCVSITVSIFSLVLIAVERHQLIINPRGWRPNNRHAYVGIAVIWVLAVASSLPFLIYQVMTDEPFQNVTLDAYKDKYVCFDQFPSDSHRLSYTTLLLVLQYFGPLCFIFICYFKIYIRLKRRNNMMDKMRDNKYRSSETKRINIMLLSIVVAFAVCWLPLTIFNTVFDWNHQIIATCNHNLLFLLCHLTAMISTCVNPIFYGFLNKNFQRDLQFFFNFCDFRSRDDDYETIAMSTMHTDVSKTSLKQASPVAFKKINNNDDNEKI
S1P4 agonist: S1P4 receptor agonists, primary screen, cell-based; Sphingosine 1-phosphate receptor 4 (Homo sapiens), O95977; S1P4-expressing cell line, agonist reporter assay; activation, % at 4.98 µM; 220,000 tested, 0.35% active; in the data active means activation above about 11%;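 further: 0% = DMSO vehicle and 100% = reference agonist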
NPY Y1 blocker: NPY-Y1 receptor antagonists, primary screen, cell-based; HEK293-CNG Y1 cells, membrane potential fluorescence; NPY at EC95, then isoproterenol; Neuropeptide Y receptor type 1 (Homo sapiens), P25929; 200,000 tested, 1% active; inhibition, % at 3.6 µM;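 active means inhibition above the campaign mean inhibition of all tested compounds plus 3 SD, cut at about 20% in these data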;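 further: 0% = DMSO wells given NPY plus isoproterenol and 100% = isoproterenol alone without NPY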
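Material: Y1- and CNG-channel-expressing HEK293 cells / Probe or stimulus: NPY 25 nM then isoproterenol 1 µM plus Ro 20-1724 25 µM / Doses: 3.6 µM single dose, DMSO 0.4% / Schedule: compound incubation 1 h at room temperature, readout 45 min post-stimulation / Signal: membrane potential fluorescence / Benchmarks: isoproterenol-only wells as full block versus NPY-plus-isoproterenol wells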
Ba/F3 V617F tox: reduced viability of JAK2V617F-dependent Ba/F3 cells, primary screen, JAK2V617F inhibitor project, cell-based, Ba/F3 EpoR-JAK2V617F, luminescence. 220,000 tested, 1.1% active. ATP luminescence. inhibition, % at 5.6 µM;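 active means inhibition above the campaign mean plus 3 SD over all tested compounds, cut at about 24% in these data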;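 further: cytokine-independent growth of Ba/F3 cells driven by EpoR plus mutant JAK2; 0% = DMSO-treated cells and 100% = JAK inhibitor I control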
* marks the source's active call; other numbers are inactive results; · = not tested or not shown. Compounds were not picked by outcome; overall some 3.6% were active at least once.

Short keys: A = BaF3 tox; B = S1P4 antagonist; C = NPY2 pot ag; D = Runt-CBFb FRET; E = RBBP9 inh; F = NPY-Y1 PAM-ag; G = S1P4 agonist; H = NPY Y1 blocker; I = Ba/F3 V617F tox
SMILES: CCN(CC)S(=O)(=O)c1ccc(C(=O)Nc2ccc(OCC(=O)N3CCOCC3)cc2)cc1
  A: 1.5	B: 8.8	C: -24.3	D: -2.3	E: -7.3	F: 6.3	G: -0.7	H: -4.7	I: -0.2
SMILES: NC(=O)C1(N2CCCCC2)CCN(CC(=O)Nc2ccc(Oc3ccccc3)cc2)CC1
  A: 5.6	B: -18.6	C: -11.0	D: -0.4	E: -6.3	F: -4.0	G: 1.5	H: 4.1	I: 3.2
SMILES: CCC(CC)C(=O)NCCc1cc2ccc(OC)cc2[nH]c1=O
  A: 3.4	B: 21.9	C: -3.9	D: 0.7	E: -10.0	F: 4.0	G: -0.3	H: -4.4	I: -1.1
SMILES: Cc1nn(-c2ccccc2)nc1C(=O)NNC(=O)c1ccc(C(F)(F)F)cc1
  A: 2.8	B: -2.8	C: -21.4	D: 3.1	E: -2.0	F: -7.5	G: 1.0	H: ·	I: 0.0
SMILES: O=C(Nc1ccccn1)c1ccc2nc(-c3ccccc3)c(-c3ccccc3)nc2c1
  A: 4.8	B: -6.5	C: -8.2	D: -2.5	E: -8.0	F: -2.1	G: -0.3	H: 2.5	I: 1.1
SMILES: O=C(c1cccc(N2C(=O)C3C4C=CC(C4)C3C2=O)c1)N1CCN(c2ccccc2)CC1 (centres undefined)
  A: -3.7	B: 1.6	C: -7.8	D: -0.2	E: -1.6	F: 19.1	G: 0.6	H: -2.0	I: -3.4
SMILES: CCC(Oc1ccccc1)C(=O)Nc1nc2ccccc2[nH]1 (centres undefined)
  A: 5.4	B: -12.0	C: 15.3	D: 0.4	E: -10.5	F: 15.9	G: -0.1	H: -0.2	I: 3.6
SMILES: CC(C)(C)c1ccc(-c2cnco2)cc1
  A: 1.2	B: 0.1	C: 8.9	D: -1.6	E: 0.1	F: 10.8	G: -0.5	H: 0.7	I: 0.1
SMILES: COc1cccc(NC(=O)C2CCN(c3ncccn3)CC2)c1
  A: 8.4	B: -34.8	C: -11.5	D: 0.2	E: -2.8	F: 3.5	G: 1.1	H: -4.4	I: 3.6
SMILES: CCOc1ccccc1CNCc1ccc(F)cc1
  A: 3.0	B: -11.4	C: -0.3	D: 1.2	E: -2.7	F: -2.0	G: -1.8	H: 7.2	I: 4.4
SMILES: COC(=O)c1ccc(-c2noc(CN3CCCC(CNC(C)=O)C3)n2)cc1 (centres undefined)
  A: 2.9	B: 0.3	C: 1.2	D: -0.1	E: -11.7	F: 6.0	G: 1.4	H: 4.8	I: -2.5
SMILES: O=C(NCc1nc(-c2ccccc2)cs1)c1ccccc1
  A: 0.6	B: -3.8	C: -5.5	D: -1.0	E: -5.8	F: -12.8	G: 0.1	H: 0.1	I: 0.2
SMILES: COc1ccc(-c2nc(C#N)c(NCC3CCCO3)o2)cc1OC (centres undefined)
  A: 5.3	B: -5.8	C: -0.9	D: -1.6	E: 3.9	F: -29.6	G: -0.6	H: -6.4	I: -0.7
SMILES: O=C(Nc1ccc2nc3ccccc3nc2c1)c1ccccc1
  A: 4.1	B: -0.5	C: 12.3	D: -132.3	E: 1.7	F: -11.4	G: 4.3	H: 4.7	I: -0.3
SMILES: CC(C)(C)NCC(O)c1cc(O)cc(O)c1 (centres undefined)
  A: -2.9	B: -18.5	C: 7.3	D: -0.6	E: -8.3	F: 11.1	G: -1.2	H: -1.7	I: -4.7
SMILES: O=C(N/N=C/C(Br)=C\c1ccccc1)c1ccco1
  A: -3.4	B: -10.5	C: 15.8	D: 0.4	E: -11.8	F: 18.0	G: 1.7	H: ·	I: -0.6
SMILES: COc1ccc(OC)c(NC(=O)CC2C(=O)NCCN2C(=O)Nc2cccc(Cl)c2)c1 (centres undefined)
  A: 5.4	B: 3.6	C: 0.9	D: -1.4	E: 3.0	F: 11.6	G: -1.1	H: -3.3	I: 1.3
SMILES: O=C(CSc1nc(Nc2ccccc2)nc(N2CCOCC2)n1)Nc1ccc2c(c1)OCCO2
  A: 2.8	B: -16.9	C: -5.2	D: -1.0	E: -10.4	F: 5.4	G: -2.1	H: -3.5	I: 1.5
SMILES: COc1cc(NC(=O)c2ccco2)c(OC)cc1NC(=O)CCC(=O)Nc1cc(C)ccc1C
  A: 1.8	B: 4.3	C: -4.5	D: 2.3	E: -1.9	F: 6.1	G: -0.7	H: 0.1	I: -2.8
SMILES: COc1ccc(OC)c(-n2nnnc2SCC(=O)O)c1
  A: 0.3	B: -9.4	C: 8.4	D: -0.5	E: -2.1	F: -0.6	G: -2.5	H: 1.1	I: -6.5

11 entries from above, set out differently.
Below each SMILES: BaF3 tox | S1P4 antagonist | NPY2 pot ag | Runt-CBFb FRET | RBBP9 inh | NPY-Y1 PAM-ag | S1P4 agonist | NPY Y1 blocker | Ba/F3 V617F tox
- CCC(Oc1ccccc1)C(=O)Nc1nc2ccccc2[nH]1 (centres undefined)
 : 5.4 | -12.0 | 15.3 | 0.4 | -10.5 | 15.9 | -0.1 | -0.2 | 3.6
- CC(C)(C)c1ccc(-c2cnco2)cc1
 : 1.2 | 0.1 | 8.9 | -1.6 | 0.1 | 10.8 | -0.5 | 0.7 | 0.1
- COc1cccc(NC(=O)C2CCN(c3ncccn3)CC2)c1
 : 8.4 | -34.8 | -11.5 | 0.2 | -2.8 | 3.5 | 1.1 | -4.4 | 3.6
- CCOc1ccccc1CNCc1ccc(F)cc1
 : 3.0 | -11.4 | -0.3 | 1.2 | -2.7 | -2.0 | -1.8 | 7.2 | 4.4
- COC(=O)c1ccc(-c2noc(CN3CCCC(CNC(C)=O)C3)n2)cc1 (centres undefined)
 : 2.9 | 0.3 | 1.2 | -0.1 | -11.7 | 6.0 | 1.4 | 4.8 | -2.5
- O=C(NCc1nc(-c2ccccc2)cs1)c1ccccc1
 : 0.6 | -3.8 | -5.5 | -1.0 | -5.8 | -12.8 | 0.1 | 0.1 | 0.2
- COc1ccc(-c2nc(C#N)c(NCC3CCCO3)o2)cc1OC (centres undefined)
 : 5.3 | -5.8 | -0.9 | -1.6 | 3.9 | -29.6 | -0.6 | -6.4 | -0.7
- O=C(Nc1ccc2nc3ccccc3nc2c1)c1ccccc1
 : 4.1 | -0.5 | 12.3 | -132.3 | 1.7 | -11.4 | 4.3 | 4.7 | -0.3
- CC(C)(C)NCC(O)c1cc(O)cc(O)c1 (centres undefined)
 : -2.9 | -18.5 | 7.3 | -0.6 | -8.3 | 11.1 | -1.2 | -1.7 | -4.7
- O=C(N/N=C/C(Br)=C\c1ccccc1)c1ccco1
 : -3.4 | -10.5 | 15.8 | 0.4 | -11.8 | 18.0 | 1.7 | · | -0.6
- COc1ccc(OC)c(NC(=O)CC2C(=O)NCCN2C(=O)Nc2cccc(Cl)c2)c1 (centres undefined)
 : 5.4 | 3.6 | 0.9 | -1.4 | 3.0 | 11.6 | -1.1 | -3.3 | 1.3

Other compounds:
SMILES,BaF3 tox,S1P4 antagonist,NPY2 pot ag,Runt-CBFb FRET,RBBP9 inh,NPY-Y1 PAM-ag,S1P4 agonist,NPY Y1 blocker,Ba/F3 V617F tox
O=C(Nc1ccc2ccccc2c1)[C@@H]1C[C@H]1[C@@H](NP(=O)(c1ccccc1)c1ccccc1)c1ccccc1,6.9,-3.1,12.6,-2.8,-5.5,-17.7,1.1,-3.0,-2.1
CCN(CC)C(=O)NC1CCCCCCC1,0.4,-3.2,11.5,-0.6,1.8,17.1,0.4,0.2,-2.7
COC(=O)c1sccc1NC(=O)c1ccc(OC)cc1,2.0,-0.7,-11.4,-2.2,1.8,-26.0,-0.5,0.7,1.9
CCc1nc2ccccc2n1CC(O)COc1ccc(NC(C)=O)cc1 (centres undefined),0.3,-17.6,-6.4,-0.8,-4.7,-8.3,1.5,-1.5,-0.1
CC(C)Cn1c(SCC#N)nc2ccccc2c1=O,8.2,-9.2,-5.2,-1.0,0.4,-14.4,0.7,4.7,-3.3
CC(NC(=O)Cc1ccsc1)c1ccc(S(N)(=O)=O)cc1 (centres undefined),-0.6,-24.9,15.9,0.2,-3.8,-3.5,0.2,1.1,-1.2
Cc1cc(C)nc(NC2=NCCN2C(=S)Nc2c(C)cccc2C)n1,6.9,-8.9,-0.2,-0.5,-3.6,8.8,1.8,-0.4,-1.5
O=C(c1ccco1)N1CCN(C(=O)c2cc3cc([N+](=O)[O-])ccc3oc2=O)CC1,8.5,0.9,1.7,2.4,-1.4,11.4,4.2,8.0,5.0
O=c1[nH]c(CSc2nc3ccccc3s2)nc2cc(Cl)ccc12,4.8,-3.9,-3.3,1.1,-15.5,1.8,1.7,·,-1.1
CCN1CCN(CC(=O)Nc2ccc3c(c2)OCCO3)C(=O)C1=O,6.4,-20.1,-11.3,-0.7,-12.0,-2.5,0.9,-2.1,-0.8

Compound activity: PubChem, several laboratories
